Compound activity deposited in PubChem by several laboratories.
MC4R antag cAMP – human MC4R antagonism in cAMP assay. P32245. MC4R-expressing cells, MTII-stimulated cAMP, LANCE TR-FRET. inhibition, % at 6.5 µM. hit rate 0.48% among 360,000;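 active means inhibition above its plate's cutoff, the mean of tested wells on that plate plus 3 SD, cut at about 29% in these data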;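 further: 0% = Melanotan II alone and 100% = Melanotan II plus saturating MCL0020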
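System: U2OS-MC4R stable cell line; Technique: Eu-cAMP/anti-cAMP TR-FRET, emission 671 nm; Repeats: single well per compound; Also added: Melanotan II; Dosing: one concentration, 6.5 µM nominal; Schedule: 30-min compound, 1-h challenge, 1-h detection, room temperature.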
MC4R barr agon – activates human MC4R beta-arrestin recruitment. P32245. U2OS MC4R beta-arrestin complementation, luminescence; percent of melanotan II response, DMSO zero. activation, % at 8.9 µM. hit rate 0.98% among 360,000;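 active means activation above a per-plate cutoff, the mean activation of sample wells on that plate plus 3 SD, cut at about 8% in these data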
Cardio protect – protects H9c2 cardiomyocytes from peroxide injury; H2O2 injury protection, ATPLite, 2 h; protection from H2O2 cell death, % at 20 µM; hit rate 0.63% among 360,000;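 active means compounds giving at least 50% protection of heart cells from peroxide-induced death in the single-dose screen, raw or plate-pattern-corrected value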;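 further: 0% = DMSO wells with peroxide and 100% = DMSO wells without peroxide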
Glyco luc inh – N-linked glycosylation inhibition | reporter increase, % at 12.5 µM | hit rate 0.23% among 360,000 | D54 ERlucT glycosylation luciferase reporter, 24 h; percent of 100 nM tunicamycin response | AID 588692;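 active means mean luciferase reporter signal, scaled so untreated is 0 and the glycosylation-blocking control 100, at or above a set limit in every replicate; inconclusive means mean reaches the limit but not every replicate does; inactive means mean below the limit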;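 further: luciferase carries N-glycosylation sites so blocking glycosylation raises the light; 0% = median of neutral control wells and 100% = median of 100 nM tunicamycin wells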
CaV13 FRET inh – Primary screen for inhibitors of IQ motif and Ca2+-dependent inactivation inhibitor domain binding in CACNA1D, Förster resonance energy transfer in living cells, …. AID 743397. inhibition, % at 12.3 µM. hit rate 0.098% among 340,000. HEK cells, CFP/YFP FRET ICDI-IQ, plate reader, 10 min; percent FRET-ratio fall versus neutral wells;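 active means mean replicate inhibition of at least 30% and at least 1% of replicates passing that level; inconclusive means only one of the two criteria is met; inactive means neither criterion is met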;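 further: 0% = median of the neutral control wells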
ABCB6 inh MLPCN – human ABCB6 transporter inhibition; K562-ABCB6 porphyrin accumulation, flow cytometry, 1 h; stronger effect = lower value; hit rate 0.19% among 360,000; fluorescence ratio to DMSO, % at 10 µM; Q9NP58;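 active means fluorescence ratio to DMSO below 75%, the collection mean minus 3 SD; inconclusive means too few cells collected in the well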;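 further: signal is porphyrin accumulated inside mitochondria; 100% equals median channel fluorescence of DMSO control wells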
Exocytosis inh – lytic granule exocytosis inhibition; inhibition, % at 10 µM; hit rate 0.66% among 360,000; TALL-104 LAMP-1 surface exposure, flow cytometry; cells stimulated with thapsigargin and PMA;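 active means inhibition above about 55%, limit read from the data; inconclusive means no clear call, values can overlap the other calls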
ABHD5 PLIN5 PPI – inhibitors of human ABHD5-perilipin-5 interaction. hit rate 0.78% among 360,000. inhibition, % at 4 µM. Q00G26+Q8WTS1. Split G. princeps luciferase complementation, luminescence, 4 h;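 active means inhibition above the mean inhibition across every tested compound plus 3 SD, cut at about 22% in these data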;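 further: 0% = DMSO only wells and the 100% control is not disclosed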
Target sequence (Q00G26 whole entry, looked up): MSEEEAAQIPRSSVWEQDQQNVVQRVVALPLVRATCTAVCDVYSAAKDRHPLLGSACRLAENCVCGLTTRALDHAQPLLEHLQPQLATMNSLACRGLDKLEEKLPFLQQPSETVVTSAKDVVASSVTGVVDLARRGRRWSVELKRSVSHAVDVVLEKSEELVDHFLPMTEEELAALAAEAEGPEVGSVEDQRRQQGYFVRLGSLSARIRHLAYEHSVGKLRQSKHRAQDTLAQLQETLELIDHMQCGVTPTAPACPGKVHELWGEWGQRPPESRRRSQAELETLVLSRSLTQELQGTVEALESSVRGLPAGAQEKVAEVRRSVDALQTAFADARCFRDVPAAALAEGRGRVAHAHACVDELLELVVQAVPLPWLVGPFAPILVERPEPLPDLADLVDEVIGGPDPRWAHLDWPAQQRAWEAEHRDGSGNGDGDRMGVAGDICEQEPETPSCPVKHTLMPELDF
Target sequence (Q8WTS1 whole entry, looked up): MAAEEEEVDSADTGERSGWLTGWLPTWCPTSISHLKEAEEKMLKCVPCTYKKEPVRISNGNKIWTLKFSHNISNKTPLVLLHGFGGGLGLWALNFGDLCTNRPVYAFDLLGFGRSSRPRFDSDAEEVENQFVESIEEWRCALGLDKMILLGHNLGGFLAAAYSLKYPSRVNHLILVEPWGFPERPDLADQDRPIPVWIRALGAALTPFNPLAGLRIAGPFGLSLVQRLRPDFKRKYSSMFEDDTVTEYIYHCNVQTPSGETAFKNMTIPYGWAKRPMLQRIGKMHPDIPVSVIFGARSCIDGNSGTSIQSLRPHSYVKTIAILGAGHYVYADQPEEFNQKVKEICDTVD
HTR2A ag – agonists of mouse serotonin 5-HT2A receptor (HTR2A) | CHO-K1 mHTR2A beta-arrestin complementation, luminescence; percent of 30 µM serotonin response | activation, % at 7.6 µM | hit rate 0.66% among 360,000 | AID 624169;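 active means activation above a run cutoff, the mean activation of all tested compounds plus 3 SD, cut at about 14% in these data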;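 further: 0% = plate median of compound wells and 100% = 30 µM serotonin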
PDI turbidity – blocks human protein disulfide isomerase activity; hit rate 0.052% among 350,000; inhibition, % at 10 µM; PDI insulin aggregation turbidity, A650, 90 min;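 active means mean inhibition across replicates of 30% or more, whatever share of single replicates reach that level; inconclusive means mean inhibition below 30% while every single replicate reaches 30%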;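 further: absorbance from insulin aggregation driven by PDI reduction with DTT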
* = called active by the depositor; ? = inconclusive; · = not tested or not shown; & = joins results of further samples.

SMILES	MC4R antag cAMP	MC4R barr agon	Cardio protect	Glyco luc inh	CaV13 FRET inh	ABCB6 inh MLPCN	Exocytosis inh	ABHD5 PLIN5 PPI	HTR2A ag	PDI turbidity
O=C(C1CCCN(S(=O)(=O)c2cccs2)C1)N1CCC(N2CCCCC2)CC1 (centres undefined)	14	1.3	0	-4	-23	104	-4	7	-6	-3
CCCn1c(-c2ccc(OC)cc2)nc2ccccc21	7	-1.5	-26	1	-4	96	-7	-6	12	-7
CN1C(=O)C2(c3ccccc31)c1c(oc3ccccc3c1=O)C(=O)N2CCCO (centres undefined)	7	-3.3	-2	1	-4	95	4	-7	-3	1
COc1cccc(CNC(=O)c2nnn(CC(=O)Nc3cc(Cl)ccc3C)c2N)c1	-4	12*	-15	-8	-16	96	-4	4	5	-1
CCC(=O)NC(=S)Nc1ccccc1F	-8	0.0	-4	0	-6	114	-3	11	5	-14
Cc1ccc(S(=O)(=O)N2CCC(C(=O)N3CCc4ccccc43)CC2)cc1C	9	-3.4	7	1	-2	97	-2	-5	-1	-8
CCOC(=O)c1sc(C)c2c(=O)n(CCCN3CCOCC3)cnc12	-1	-2.0	-4	1	-6	102	0	2	-3	3
O=c1cc(-c2ccccc2)oc2cc(O)c(O)c(O)c12	-13	-0.3	9	-9	·	97	7	-5	0	·
O=C(NC(Cc1ccccc1)C(=O)OCC(=O)N1CCc2ccccc21)c1ccco1 (centres undefined)	13	-1.5	2	0	·	98	2	2	5	10
CN1C2C=C3C(C#N)=C(N)C(C#N)(C#N)[C@@H](c4cccc(F)c4)[C@@H]3C1CC2 (some centres undefined)	3	-2.6	1	0	·	95	1	5	5	-2
Cn1ncc(Br)c1NC(=O)c1ccco1	2	-0.8	11	1	·	93	2	-2	5	0
Cc1ccc(NC(=O)CN2CCc3ccccc3C2)cc1S(=O)(=O)N1CCOCC1	14	-1.4	-3	-6	-5	104	3	4	4	-4
Cn1c(NNC(=O)C(c2ccccc2)c2ccccc2)cc(=O)n(C)c1=O	-1	-1.8	-1	2	-20	98	-3	-5	1	8
CCOC(=O)C1C(=O)C=C(c2ccc(C)cc2)CC1c1ccco1 (centres undefined)	2	-1.5	-7	-1	-5	96	2	-2	-8	3
COc1cccc(N2CC(C(=O)NC3CCCCC3)CC2=O)c1 (centres undefined)	0	-1.9	9	1	-6	120	0	1	-1	2
C#CC(C)(C)NC(=O)c1sccc1Oc1ccc(F)cc1[N+](=O)[O-]	3	-2.0	3	6	-5	127	3	-3	-6	1
CCc1ccc(N2CCN(CCNC(=O)Nc3ccccc3)CC2)cc1	-2	2.9	0	-1	0	94	27	7	-5	10
COCCN1Cc2cccc(C(=O)Nc3ccccc3OC)c2C1=O	0	-2.4	3	1	-5	97	4	2	5	-2
CC(=O)NCC(=O)OCN1C(=O)c2ccccc2C1=O	9	1.8	2	-1	-6	102	-3	6	7	0
O=C(Nn1cnnc1)c1ccccc1Cl	0	-2.4	6	3	-3	97	1	0	-1	7
COCCOc1ccc(C(F)(F)F)cc1NC(=O)COC(=O)c1c(C)noc1C	-3	0.7	0	·	-5	91	6	-5	0	1
COc1ccc(C(=O)c2coc3ccc(O)c(CN4CCCCC4)c23)cc1	3	-0.8	0	-6	-2	96	-3	1	-3	·
CC(O)CCC(=O)NNC1CC(=O)N(c2ccccc2)C1=O (centres undefined)	5	-1.2	-2	1	-19	101	13	-3	0	1
NC(=O)c1[nH]cnc1N	17&-1	-1.3&-1.7	7&0	-1&1	-3&-4	101&103	-1&1	-8&3	1&5	3&-2
CCN(CCNC(=O)C1CCN(S(=O)(=O)c2cccc3nsnc23)CC1)c1ccccc1	3	-1.5	-5	-3	-4	84	-4	-11	-5	5
CCNC(=O)N1CCN(C(=O)NCC)CC1	6	-2.0	2	1	-7	101	0	-5	2	-3
COC(=O)c1ccccc1NC(=O)c1cccc(COc2ccccc2Cl)c1	-13	-1.8	-10	16	-4	101	-1	-8	-3	3
Cc1ccc(-c2csc(N3CCC(C(N)=O)CC3)n2)cc1	-1	-1.6	-2	1	-11	98	11	3	0	-3
CC(C)Cn1c(N)c(C(=O)COC(=O)c2cc(-c3ccco3)nc3ccccc23)c(=O)n(C)c1=O	11	-1.0	14	-1	-4	90	-13	15	4	8
Cc1ccc(C(=O)CSc2n[nH]c(-c3ccco3)n2)cc1C	-5	-3.0	-5	4	-6	97	1	-4	0	5
Cc1ccc(NC(=O)O/N=C/c2ccc(N(C)C)cc2)cc1	2	0.9	-8	-2	-3	99	9	-2	-3	18
CCc1ccc(CNC(=O)c2ccc3nc(C4CCCCC4)oc3c2)nc1	5	-0.8	-8	-6	-6	97	-31	-8	-2	-4
Cc1cc(Cl)ccc1OCC(=O)OCC(=O)Nc1cccnc1Cl	14	1.5	0	-2	-5	109	-12	-4	-2	-1
C=C(C)CN(CC)C(=O)Cn1cnc2c(oc3ccccc32)c1=O	7	-0.8	0	0	-4	104	13	4	1	4
O=C(CSc1nc2ncccc2[nH]1)NC1CCCC1	3	-1.9	-1	0	-8	98	-1	-1	9	·
CCOC(=O)C(NC(=O)Cc1ccccc1)(Nc1cc(C)on1)C(F)(F)F (centres undefined)	0	-2.8	2	-1	-4	89	-1	-3	4	1
COc1cc(NC(=O)COC(=O)CCc2cc(OC)c(OC)c(OC)c2)cc(OC)c1	14	-2.8	-1	2	-2	98	-2	-1	-7	-7
COc1ccc(/C(C)=N/NC(=O)c2nnn(-c3nonc3N)c2-c2cccs2)cc1	6	-2.0	0	-1	-15	98	5	-6	-6	-11
N#CN1CCC(NS(=O)(=O)c2ccc(C(F)(F)F)cc2)CC1	9	0.5	-3	4	-4	102	-1	-1	-6	3
Nc1nc(-c2ccccc2)c(CCCNc2ccccc2)c(=O)[nH]1	-1	-1.1	-3	-1	-5	100	-4	-4	-9	1
COc1ccc(NC(=O)C2CCOC(C)(C)C2)cc1 (centres undefined)	5	0.2	-4	1	-5	107	0	0	6	-8
CCOc1ccc(S(=O)(=O)N2CCCC(C(=O)Nc3ccccc3)C2)cc1 (centres undefined)	0	-1.9	-10	-2	-4	?	-1	-12	-6	-2
CCc1ccccc1NC(=O)C1CCN(S(=O)(=O)c2ccc3c(c2)N(C(C)=O)CCO3)CC1	14	-1.0	0	-3	-6	98	-2	-3	-7	2
C1CCC(CNc2c3c(nc4nnnn24)CCCC3)CC1	2	-2.1	21	2	·	95	1	-1	2	8
COC(=O)[C@H](Cc1ccccc1)NC(=O)N1Cc2ccccc2C[C@H]1C(=O)OC	13	1.3	2	-1	-19	100	4	0	-13	-4
O=C(CSc1nc2cc(Cl)ccc2o1)Nc1ccc(N2CCOCC2)cc1	-3	19*	-13	0	-8	96	-2	-4	3	0
CC(=O)C1=C(C)N(Cc2ccccc2)C(=O)N[C@H]1c1cccc(C(F)(F)F)c1	1	1.6	-6	-1	-12	94	-5	6	9	-7
Cc1cc(C(=O)NNC(=O)Cc2ccc(Cl)c(Cl)c2)c(C)o1	8	-5.1	1	5	-5	99	2	1	-9	-7
O=C(Nc1ccc2c(c1)OCO2)C1CC(=O)N(c2ccccc2)C1 (centres undefined)	6	0.1	0	1	-3	79	2	4	6	4
CCOc1ccc(NC(=O)c2ccc(F)cc2F)cc1	2	-0.8	-7	-3	-12	97	62*	-4	5	-6
COc1ccc(OC)c(NC(=O)CNC(=O)Cn2cnc3sc(C)cc3c2=O)c1	14	-0.9	-1	5	-9	106	1	-2	-8	-4
COc1cccc(Nc2cc(C)nc3ccccc23)c1	-6	-0.3	-9	0	-4	93	7	0	-1	10
CC(C)CCNc1nc(N2CCCC2)c2c(c1C#N)CCN(C)C2	-3	-2.1	0	6	-5	101	-2	-7	-9	-6
Cc1ccc(-c2nc(CS(=O)CC(=O)NC3CCCC3)c(C)o2)cc1 (centres undefined)	13	0.1	2	2	-3	90	-1	2	-1	·
CCC1(C)COC(c2ccc(OC)c(OC)c2)OC1 (centres undefined)	1	-2.8	5	-2	-6	94	0	-16	-1	5
COc1ccc(Cn2nnnc2C(c2ccccc2OC)N2CCC(C(N)=O)CC2)cc1 (centres undefined)	0	-2.1	4	3	-5	99	-2	5	-4	-12
CCCCn1nc2cc(C(=O)NCCc3ccc(C)cc3)ccc2c1OCC	5	-0.4	-2	1	-10	103	0	13	-10	7
CCOC(=O)C1=C(Cn2cnc3ccccc32)NC(=O)NC1c1cc(C)ccc1C (centres undefined)	-2	7.3	16	-1	·	95	16	0	59*	-3
COC(=O)c1ccc(CN2CCC(n3nccc3NC(=O)C3CC3)CC2)cc1	-1	-2.9	-2	2	-6	96	3	-2	-4	1
C#CCOc1ccc(C2C3=C(CC(C)(C)CC3=O)N(CC(=O)O)C3=C2C(=O)CC(C)(C)C3)cc1OC	-4	0.2	4	0	-4	103	2	1	2	-4

Reprinted from the part before: two entries, then new ones.
SMILES	MC4R antag cAMP	MC4R barr agon	Cardio protect	Glyco luc inh	CaV13 FRET inh	ABCB6 inh MLPCN	Exocytosis inh	ABHD5 PLIN5 PPI	HTR2A ag	PDI turbidity
COC(=O)c1ccc(CN2CCC(n3nccc3NC(=O)C3CC3)CC2)cc1	-1	-2.9	-2	2	-6	96	3	-2	-4	1
C#CCOc1ccc(C2C3=C(CC(C)(C)CC3=O)N(CC(=O)O)C3=C2C(=O)CC(C)(C)C3)cc1OC	-4	0.2	4	0	-4	103	2	1	2	-4
O=C(CN1C(=O)COc2ccccc21)N(CCCN1CCOCC1)CC1CC=CCC1 (centres undefined)	5	-1.1	0	1	-6	99	3	-2	-2	3
COc1ccc(S(=O)(=O)N2CCC(C(=O)NCc3ccncc3)CC2)cc1C	2	-1.1	-6	2	-4	98	-18	-11	-3	3
Cc1ccccc1Oc1nc2c(C)cccn2c(=O)c1/C=C(\C#N)C(=O)NC1CCS(=O)(=O)C1 (centres undefined)	2	1.2	16	3	-1	101	82*	46*	-4	-3
CCOc1cc(/C=N/NC(=O)c2cccnc2)ccc1OC(=O)c1ccco1	22	2.2	-3	3	3	105	0	-4	1	-2
O=C(Nc1cccc(Cl)c1)Nc1cnccn1	0	-4.7	0	1	·	100	-1	-6	-4	-2
O=C(CCCCC(=O)Nc1ccc(F)cc1F)Nc1ccc(F)cc1F	13	1.0	-2	1	-4	97	-11	-5	-1	-2
CCOc1ccc(CCNC(=O)COC(=O)c2ccncc2)cc1OCC	-5	0.2	-5	0	-5	92	4	5	7	-1
O=C(CCN1CCN(CCO)CC1)Nc1ccc(C2CCCC2)cc1	5	-1.1	10	-1	-7	101	1	6	-5	-4
CCC(=O)Nc1c2c(nn1-c1ccc(OC)cc1)CS(=O)C2 (centres undefined)	18	0.3	4	0	-6	98	-2	4	2	-24
COc1cccc(NC2=C(Cl)C(=O)OC2OC(=O)c2ccco2)c1 (centres undefined)	1	-2.3	9	2	-6	92	-1	7	-3	2
C=CCNS(=O)(=O)c1ccc(C(=O)OCc2cc(=O)oc3cc(OC)ccc23)cc1	9	1.0	2	-3	-6	91	-3	-3	-5	-7
